Source: PubChem
Hsp70 act: Hsp70 transcriptional activators, primary screen, cell-based, HeLa, Hsp70 promoter luciferase, luminescence, 10 µM; 200,000 tested, 0.04% active; AID 1203, 2008; activation, % at 10 µM; HeLa Hsp70 promoter luciferase reporter; scaled: vehicle 0, proteasome-inhibitor control 100%;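 active means activation above the mean across all tested compounds plus 3 SD, cutoff set per campaign, cut at about 5.5% in these data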;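 further: 100% = MG132 at 30 µM as the positive control and 0% = DMSO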
RAM network inh: inhibitors of the yeast RAM network, primary screen, dse1pr::URA3 reporter, 5-FOA selection; S. cerevisiae dse1pr::URA3 reporter, 5-FOA growth OD615, 2 d; analog-sensitive cbk1-as2 kinase mutant strain; 190,000 tested, 1.8% active; inhibition, % at 50 µM; AID 868, 2007;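 active means inhibition above a set limit, 3 SD over mean compound inhibition, cut at about 8.4% in these data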;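 further: 0% = DMSO-only wells with no growth and 100% = 10 µM 1-NA-PP1 full growth; inhibition rescues growth on 5-FOA so higher OD means more RAM inhibition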
NF-kB neuron act: activators of NF-kB expression in neurons, primary screen, cell-based, HTS. human neuronal cells, NF-kB reporter expression; active compounds read high. fold change at 12.5 µM. 190,000 tested, 1.6% active; in the data active means fold change above about 3.3
APP 5'UTR act: activators of APP 5'UTR luciferase reporter, primary screen, SH-SY5Y cells; SH-SY5Y APP 5'UTR luciferase reporter, luminescence; zero percent = DMSO vehicle wells; activation, % at 2 µM; 190,000 tested, 1% active; AID 1276, 2008;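 active means activation above a set limit, based on mean plus 3 SD of controls, cut at about 140% in these data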; further: values of inactives mirror those of a sister screen read the other way
STAT1 activator: STAT1 signaling activators, primary screen, cell-based, HTS, luciferase reporter | AID 932, 2007 | NIH 3T3 STAT1-luciferase reporter, IFN-gamma, luminescence; 100% = IFN-gamma alone, no compound | 200,000 tested, 2.6% active | activation (% of control), % at 5.5 µM;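 active means activation above the screen-wide mean activation plus 3 SD, cut at about 130% in these data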;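 further: raw ratio to IFN-gamma control signal so 100% means no change and 0% no light; values of inactives mirror those of a sister screen read the other way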
STAT1 blocker: STAT1 signaling inhibitors, primary screen, cell-based, HTS, luciferase reporter | NIH 3T3 STAT1-luciferase reporter, IFN-gamma, luminescence | 200,000 tested, 0.35% active | inhibition, % at 5.5 µM;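 active means inhibition above a set limit, the mean inhibition across all tested compounds plus 3 SD, cut at about 34% in these data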;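 further: 0% = IFN-gamma with DMSO and 100% = IFN-gamma with 300 µM nifuroxazide; values of inactives mirror those of a sister screen read the other way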
APP 5UTR inh: inhibitors of APP translation via 5'UTR reporter, primary screen, APP 5'UTR luciferase, SH-SY5Y cells. inhibition, % at 2 µM. 190,000 tested, 0.82% active. SH-SY5Y APP 5'UTR-luciferase reporter, luminescence;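 active means inhibition above a set limit, derived from the sample mean plus 3 SD, cut at about 45% in these data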; further: values of inactives mirror those of a sister screen read the other way
STAT3 blocker: IL-6 driven STAT3 reporter inhibitors, primary screen, U3A cells, luciferase, luminescence, MLSCN library; 190,000 tested, 0.89% active; IL-6 STAT3-luciferase reporter; host cell line lacks STAT1; inhibition, % at 5.5 µM;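 active means inhibition above the mean inhibition across all screened compounds plus 3 SD, cut at about 44% in these data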;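 further: 0% = DMSO only wells and 100% = 100 µM nifuroxazide control wells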
FLuc inhib CS: firefly luciferase enzyme inhibitors, primary screen, artefact control for luciferase-based inhibitor screens, biochemical, luminescence, ATPLite; 200,000 tested, 1.5% active; inhibition, % at 10 µM; 10 min; Luciferin 4-monooxygenase (Photinus pyralis), P08659;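 active means inhibition above about 50% when tested at 10 µM, limit read from the data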
Target sequence (P08659 whole entry, looked up): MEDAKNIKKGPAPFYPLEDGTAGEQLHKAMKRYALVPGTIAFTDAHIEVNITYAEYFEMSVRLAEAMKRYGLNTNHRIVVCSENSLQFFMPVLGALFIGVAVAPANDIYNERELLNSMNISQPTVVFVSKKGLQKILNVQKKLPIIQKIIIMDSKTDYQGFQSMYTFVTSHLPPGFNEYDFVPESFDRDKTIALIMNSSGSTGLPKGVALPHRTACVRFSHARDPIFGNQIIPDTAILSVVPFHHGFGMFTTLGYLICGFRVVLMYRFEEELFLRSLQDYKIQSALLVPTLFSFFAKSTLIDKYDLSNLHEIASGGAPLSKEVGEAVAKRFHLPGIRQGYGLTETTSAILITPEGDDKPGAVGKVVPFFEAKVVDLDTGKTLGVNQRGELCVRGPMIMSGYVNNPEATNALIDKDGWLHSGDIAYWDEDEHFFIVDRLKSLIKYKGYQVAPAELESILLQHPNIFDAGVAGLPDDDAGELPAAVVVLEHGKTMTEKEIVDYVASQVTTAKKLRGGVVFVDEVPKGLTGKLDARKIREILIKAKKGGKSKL
STAT3 act: IL-6 driven STAT3 reporter potentiators, primary screen, U3A cells, luciferase, luminescence, MLSCN library; IL-6 STAT3-luciferase reporter; 100% = signal with IL-6 EC80 alone; activation (% of control), % at 5.6 µM; 190,000 tested, 0.91% active;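 active means activation above the screen-wide mean of compound activation plus 3 SD, cut at about 130% in these data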;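 further: 0% = background luminescence of wells with medium and substrate only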
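system = STAT3-luciferase reporter U3A cells | reagent = IL-6 stimulus at 33 ng/mL final | timing = 1 h compound pre-exposure, 6 h IL-6 stimulation, 37 °C | measured by = luminescence | evaluation = % activation versus median of IL-6-stimulated wells | control set = IL-6-only wells as 100% reference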
Numbers without * were called inactive; · = not tested or not shown.

smiles	Hsp70 act	RAM network inh	NF-kB neuron act	APP 5'UTR act	STAT1 activator	STAT1 blocker	APP 5UTR inh	STAT3 blocker	FLuc inhib CS	STAT3 act
O=C(O)c1cccc(N2C(=O)C3C4C=CC(C4=C(c4ccccc4)c4ccccc4)C3C2=O)c1 (stereo not drawn)	-0.3	1.1	1.2	4	94	5	-4	7	-4	95
CCN(CC)S(=O)(=O)c1cccc(C(=O)N[C@H](C(=O)O)C(C)C)c1	-0.6	2.7	1.1	0	97	3	0	7	-4	99
CCC(Sc1nnnn1-c1ccccc1)C(=O)NC(C)c1ccccc1 (stereo not drawn)	-0.3	0.3	0.55	2	101	-1	-2	-4	-6	106
[O-][n+]1ccc(C2CC2)cc1	-0.2	0.6	0.91	12	102	-2	-12	1	-2	101
C#CCNC(=O)C1=C[C@H](c2ccccc2)C[C@H](OCCCCO)O1	0.5	-0.1	1.2	7	102	-1	-7	·	-1	·
O=C(Nc1ccc2c(c1)OCCO2)NC12CC3CC(CC(C3)C1)C2	0.0	2.2	1.7	90	142*	-46	-90	-14	8	112
CCCCc1ccc(-c2nc(NC(=O)C3C4CCC(O4)C3C(=O)O)sc2C)cc1 (stereo not drawn)	0.1	0.5	2.8	88	124	-27	-88	-7	3	106
CCN1CCCC1CNC(=O)Cn1cc2c(n1)CCC(C)C2 (stereo not drawn)	-0.4	-0.1	1	11	102	-2	-11	-7	-4	106

Sorted by SMILES length (highest first): 3 of the compounds above.
smiles	Hsp70 act	RAM network inh	NF-kB neuron act	APP 5'UTR act	STAT1 activator	STAT1 blocker	APP 5UTR inh	STAT3 blocker	FLuc inhib CS	STAT3 act
O=C(O)c1cccc(N2C(=O)C3C4C=CC(C4=C(c4ccccc4)c4ccccc4)C3C2=O)c1 (stereo not drawn)	-0.3	1.1	1.2	4	94	5	-4	7	-4	95
CCN1CCCC1CNC(=O)Cn1cc2c(n1)CCC(C)C2 (stereo not drawn)	-0.4	-0.1	1	11	102	-2	-11	-7	-4	106
[O-][n+]1ccc(C2CC2)cc1	-0.2	0.6	0.91	12	102	-2	-12	1	-2	101

(more compounds)
smiles	Hsp70 act	RAM network inh	NF-kB neuron act	APP 5'UTR act	STAT1 activator	STAT1 blocker	APP 5UTR inh	STAT3 blocker	FLuc inhib CS	STAT3 act
Cc1[nH]nc(SCC(=O)NCC(C)C)c1[N+](=O)[O-]	-0.1	0.0	1.1	6	102	-5	-6	11	-7	98
Cc1ccc2[nH]c(=O)c(C3C(C#N)=C(N)Oc4c3ccc3cccnc43)cc2c1 (stereo not drawn)	-0.1	1.6	0.77	-34	99	1	34	-21	-5	125
Cc1ccc(CN2CCN(C3CCCC3)C(CCO)C2)s1 (stereo not drawn)	-0.3	2.0	0.97	16	100	-2	-16	4	-1	100
COc1ccc(S(=O)(=O)Nc2cccc(C)n2)c2ccccc12	0.1	1.2	0.9	3	95	0	-3	-2	-12	104
CC(=O)c1cccc(NS(=O)(=O)c2cc(OCC(N)=O)c(C)cc2Cl)c1	-0.2	4.1	0.85	6	104	-4	-6	-7	-2	108
O=c1[nH]cnc2c1sc(=S)n2-c1ccccc1	-0.4	3.1	0.93	-12	100	0	12	-16	-4	116
O=C(Nc1cccc(C(F)(F)F)c1)C(SCCO)c1ccccc1 (stereo not drawn)	-0.1	1.4	0.85	-1	94	6	1	8	-6	96
COc1cccc(-c2nnn(CC(=O)Nc3ccc(C)cc3C)n2)c1OC	-0.1	1.2	1	10	104	-3	-10	-7	-5	109
COc1ccc(Nc2nc(C(=O)N(CCO)Cc3ccccc3)cs2)cc1	-0.2	1.0	0.74	-6	91	8	6	11	-4	96
CCCn1c(N)[n+](CC(=O)c2ccco2)c2ccccc21	-0.2	1.6	0.93	-10	101	-1	10	-3	-5	105
COC(=O)c1c(-c2ccccc2)csc1NC1=NS(=O)(=O)c2ccccc21	0.1	2.4	1.2	135	136*	-40	-135	-26	65*	122
CCOC(=O)C1CCN(C(=S)Nc2cc(OC)c(OC)cc2C(=O)OC)CC1	-0.2	1.2	0.74	-7	96	4	7	3	-3	98
COC(=O)c1ccccc1NC(=O)N1CCN(C/C=C/c2ccccc2)CC1	-0.4	0.4	0.85	13	100	1	-13	12	-7	93
O=C(NCCCN1CCOCC1)c1ccc(Br)cc1	-0.1	0.8	1.2	8	105	-6	-8	53*	-5	56
Cc1ccc(C=Nc2ccccc2C(N)=O)s1	0.2	0.6	2.5	-16	111	-12	16	0	-1	96
c1ccc(COc2ccccc2CNc2nn[nH]n2)cc1	-0.3	3.4	0.9	-6	104	-4	6	4	-5	97
Cc1ccc(-c2nc(N)sc2CC(=O)OCC(=O)NCC2CCCO2)cc1 (stereo not drawn)	0.1	0.5	0.82	-3	101	-1	3	-2	-2	102
CCCSc1nnc(Cn2c(=O)sc3ccccc32)n1C	-0.1	1.7	0.87	-8	93	8	8	5	-6	96
O=C(/C=C/c1ccco1)c1ccccc1O	0.6	-0.1	1.7	26	102	-3	-26	14	5	92
Cc1[nH][nH]c(=O)c1N=Nc1ccccc1C#N	-0.2	1.0	1.2	9	112	-14	-9	10	-4	94
Oc1oc(-c2ccccc2)nc1C=Nc1ccccc1	-0.3	2.4	2.5	47	132*	-35	-46	18	8	87
OCCC1CN(Cc2ccc(Oc3ncccn3)cc2)CCN1CCc1ccccc1 (stereo not drawn)	-0.1	-0.4	1.3	21	93	7	-21	4	-1	98
Cc1ccccc1CSCC(=O)N/N=C/c1cccs1	-0.3	0.4	1.2	-4	84	17	4	25	-2	83
COC(=O)[C@@]1(Cc2ccc(F)cc2)[C@H]2c3cc(C(=O)N4CCCC4)n(CCO)c3C[C@H]2CN1C(=O)c1ccccc1	-0.3	1.2	1.5	-8	92	9	8	0	-4	98
Cc1ccc(CNC(=O)COC(=O)c2ccc(S(=O)(=O)N3CCCC3)cc2)cc1	-0.3	2.6	0.9	23	105	-6	-23	-9	-1	106
CCOC(=O)C(C)Oc1ccc2c(-c3cccc([N+](=O)[O-])c3)cc(=O)oc2c1 (stereo not drawn)	0.2	1.7	0.92	2	100	0	-2	-3	-4	102
COC(=O)N/N=C(\C)c1ccc(-n2ccnc2)cc1	-0.5	3.7	1.4	-14	105	-5	14	0	3	102
CCOC(=O)c1sc(-c2cccc([N+](=O)[O-])c2)cc1N	-0.1	4.4	1.3	9	122	-25	-9	1	-4	101
CCn1c(CNC(C)=O)nnc1SCC(=O)c1ccc(Br)cc1	-0.5	0.0	1.2	-13	103	2	13	4	-3	100
CC(C)N(Cc1nc(-c2ccccc2)no1)C(=O)c1ccc(Cl)cc1	-0.1	2.3	0.9	1	89	12	-1	5	-4	103
CC(C)C(c1nnnn1Cc1ccc(F)cc1)N1CCC(C(N)=O)CC1 (stereo not drawn)	-0.3	3.9	1.1	-24	90	10	24	-2	-1	102
CCCC(=O)Oc1ccc(-c2nccc(C(OC)OC)n2)cc1	-0.3	1.8	1.3	10	100	0	-10	4	17	99
CCOc1ccccc1N1CC(C(=O)Nc2ccc(C(=O)O)cc2)CC1=O (stereo not drawn)	-0.4	0.2	1.1	-1	102	-2	1	2	-4	102
CC(C)C(NS(=O)(=O)c1cccs1)C(=O)NCc1ccc2c(c1)OCO2 (stereo not drawn)	-0.2	1.1	1.1	-9	103	-3	9	4	1	97
Cc1ccc(C2=NNC(c3cccc(F)c3)S2)cc1 (stereo not drawn)	-0.3	1.4	3.4*	165*	55	48*	-165	78*	84*	35
COC(=O)c1cc(=O)n(CCc2ccc(OC)cc2)c(=Nc2ccc(F)c(Cl)c2)s1	0.3	9.5*	1.4	-7	98	2	7	11	0	98
O=C(NCc1ccccc1Cl)C(=O)NCC(c1ccco1)N1CCOCC1 (stereo not drawn)	-0.1	0.5	0.88	-12	93	6	12	8	-3	102
O=C(c1ccc(Br)o1)N1CCN(c2ccc3nnc(-c4ccc(F)cc4)n3n2)CC1	-0.2	7.4	0.77	-9	93	8	9	10	-6	96
CCN(CC(=O)NCc1ccc(Cl)cc1)CC(=O)Nc1ccc(C(N)=O)cc1	0.1	1.3	0.95	1	99	-1	-1	0	1	108
CCS(=O)(=O)N1Cc2ccccc2CC1C(=O)OCC(=O)N(C(C)C)C(C)C (stereo not drawn)	-0.3	1.2	0.99	-7	101	-4	6	-3	2	107
CSc1cccc(NC(=S)N2CCC(N(C)C3CCCCC3C)CC2)c1 (stereo not drawn)	-0.1	2.9	1.3	16	98	2	-16	13	-7	91
Cc1ccc(S(=O)(=O)N(C)c2c(C)ccc(S(=O)(=O)N3CCN(C=O)CC3)c2C)cc1	0.0	3.5	0.9	-5	96	4	5	17	2	92
COc1ccc(S(=O)(=O)N2CCCCCC2)cc1NC(=O)Cc1ccccc1	-0.1	7.2	0.97	11	94	7	-11	3	0	105
Cc1cccc(NC(=O)C(C)n2cc([N+](=O)[O-])cn2)n1 (stereo not drawn)	-0.3	3.1	0.96	-16	100	-2	16	12	8	98
COc1cccc(C(=O)c2c[nH]c(C(=O)NCc3cccnc3)c2)c1	-0.4	1.9	0.99	18	91	10	-18	-7	-2	106
CCCN1C(=O)c2cc(C(=O)O)ccc2C1O (stereo not drawn)	-0.2	-0.5	0.99	9	86	15	-9	2	-5	103
O=C(Nc1cccc(C(F)(F)F)c1)/C(=C/c1ccco1)NC(=O)c1cccs1	0.0	2.4	1	10	104	-4	-10	6	-2	99
COc1cc2cc(CN(CCc3ccccc3C)C(=S)NCCCN3CCOCC3)c(=O)[nH]c2cc1OC	0.3	-0.1	0.67	-5	100	-2	5	10	5	95
O=C(NC1CCCCC1)C1CC=CCC1C(=O)OCC(Cl)=C(Cl)Cl (stereo not drawn)	0.1	1.0	1.1	4	96	5	-4	3	-8	102
CC1(C)CC(=O)C=C(Nc2ccccc2NC(=O)c2cnccn2)C1	0.0	-0.2	1	3	104	-5	-3	-2	-3	100
CC(=Nc1ccc2c(c1)nc(CO)n2C)C1=C(O)CC(C)(C)CC1=O	-0.4	0.8	0.78	13	90	11	-13	14	-6	97
Cc1ccc(-c2cc(C(=O)N/N=C/c3c(C)nn(-c4ccccc4)c3C)[nH]n2)cc1	1.4	-0.5	0.51	-95	106	-6	95*	-2	0	107
O=C(NCCCn1ccnc1)C1CC2CCC1C2 (stereo not drawn)	-0.4	2.1	0.99	·	98	7	·	-9	-4	107
CC(C)NC(=O)c1ccccc1NC(=O)/C=C/c1cccc([N+](=O)[O-])c1	0.0	1.7	0.94	-29	98	3	29	-2	-2	104
CCOC(=O)/C(C#N)=C1/C=CN(c2ccccc2)C=N1	0.0	2.0	2	39	111	-11	-39	15	1	92
